NR2E3 ag-1 = human photoreceptor-specific nuclear receptor agonism; CHO-S Gal4-NCOR/VP16-NR2E3 two-hybrid, luciferase; 360,000 tested, 0.35% active; AID 602229; inhibition of corepressor binding, % at 3.98 µM;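 active means inhibition above the mean of all tested compounds plus 3 SD, cut at about 70% in these data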;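 further: 0% = DMSO with NR2E3 transfected cells and 100% = cells lacking NR2E3 construct; higher means lower luciferase signal from less NR2E3 corepressor binding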
Target sequence (Q9Y5X4 whole entry, looked up, the tested form may be a part): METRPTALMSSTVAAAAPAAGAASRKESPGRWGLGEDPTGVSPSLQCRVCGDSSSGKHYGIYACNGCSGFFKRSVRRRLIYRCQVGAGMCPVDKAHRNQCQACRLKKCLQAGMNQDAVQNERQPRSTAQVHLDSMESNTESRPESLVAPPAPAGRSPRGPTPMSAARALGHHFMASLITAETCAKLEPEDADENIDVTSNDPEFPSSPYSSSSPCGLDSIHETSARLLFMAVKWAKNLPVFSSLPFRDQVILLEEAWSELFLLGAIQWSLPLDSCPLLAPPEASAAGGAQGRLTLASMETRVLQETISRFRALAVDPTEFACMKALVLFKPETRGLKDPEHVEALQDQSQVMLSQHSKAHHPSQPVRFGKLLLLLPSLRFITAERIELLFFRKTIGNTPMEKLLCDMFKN
Peg3 prom inh = inhibitors of Peg3 promoter; HeLa PEG-Prom luciferase reporter, luminescence, overnight; inhibition, % at 20 µM; 360,000 tested, 1.7% active;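 active means inhibition of at least 50% at 20 µM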
C8 TRAIL sens = caspase-8 TRAIL sensitization; inhibition (viability loss, TRAIL sensitization), % at 10 µM; AID 624354; NB7+C8 cells + TRAIL, ATPlite viability luminescence; 360,000 tested, 1% active;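 active means compounds causing at least 50% loss of cell viability in the single-dose screen, relative to plate controls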
NR2E3 ag-2 = agonists of human nuclear receptor NR2E3; 320,000 tested, 0.12% active; AID 2300; GST-NR2E3/biotin-RetCOR TR-FRET, 1536-well; Q9Y5X4; inhibition of corepressor binding, % at 4.78 µM;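 active means percent inhibition above the cutoff of mean plus 3 SD of all tested compounds, set per screening campaign, cut at about 20% in these data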;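 further: 0% = DMSO wells and 100% = biotin wells as full block of FRET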
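System: GST-NR2E3 and biotin-RetCOR proteins; probe or stimulus: 7 nM biotin-RetCOR; doses: compound at 4.8 µM, single dose; schedule: Compound–protein incubation for 5 h at 4 °C; detection: time-resolved FRET; read-out: percent inhibition; controls: biotin wells as high control, 0.6% DMSO wells as low control; format: 1536-well plates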
TROY NFkB inh = inhibitors of TROY-dependent NF-kB signaling | Q293 LMP1-TROYcd NF-kB luciferase reporter, 4 h | inhibition, % at 10 µM | 360,000 tested, 0.98% active | AID 1347056;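 active means compounds whose plate-normalised and pattern-corrected inhibition of the luciferase reporter signal at the single screening dose is 50% or more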
TWEAK Fn14 block = TWEAK-Fn14 signaling inhibition. TWEAK-stimulated Fn14 reporter cells, luciferase luminescence, 8 h. inhibition, % at 10 µM. 360,000 tested, 2% active; in the data active means inhibition above about 50%
CF NFkB block = cystic fibrosis NF-kB activation inhibition; KKLEB NF-kB-GFP reporter, PAF-induced, GFP fluorescence overnight; inhibition, % at 5 µM; 360,000 tested, 0.86% active; AID 588850;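 active means at least 50% inhibition at 5 µM, scaled per plate between neutral and stimulator controls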;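 further: PAF is a Pseudomonas aeruginosa culture filtrate used as stimulus; plate controls were PAF-stimulated DMSO wells for no effect and unstimulated DMSO wells for full effect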
Shn3 3UTR inh = Schnurri-3 reporter inhibition in Clone20 osteoblasts; inhibition, % at 12.5 µM; Clone20 osteoblast Shn3 3'UTR firefly luciferase, 24 h; 360,000 tested, 0.52% active;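 active means mean inhibition of at least 75% with every replicate also reaching 75%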;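 further: 0% = median of neutral control wells and 100% = pilot-screen positive control compound; some compounds past the cut are filed as inactive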
KKLEB cytotox = CF airway cell cytotoxicity counter-screen. KKLEB CF airway cells viability, ATPlite luminescence, overnight; active compounds read low; cells stimulated with P. aeruginosa culture filtrate. activity change (cytotoxicity), % at 5 µM. 360,000 tested, 0.36% active. AID 602141;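 active means corrected activity change at or below -50% at 5 µM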
HIF-2a block = HIF-2a inhibition | 360,000 tested, 0.72% active | AID 624352 | 786-0 RCC cells HIF-2a reporter, luciferase luminescence, overnight | inhibition, % at 18.8 µM;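 active means inhibition of the luminescence signal of 40% or more relative to plate controls, in a single-dose primary screen at 18.75 µM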
MITF TRPM1 inh = inhibitors of MITF-driven TRPM1 promoter in melanoma cells; 330,000 tested, 0.83% active; SK-MEL-5 TRPM1 promoter luciferase, 24 h; inhibition, % at 12.5 µM;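 active means mean inhibition across replicates of 60% or more, whatever share of single replicates reaches that level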; further: values of inactives mirror those of a sister screen read the other way
An asterisk follows results filed as active; x = no result given. Only part of the results is shown (hit frequency here may not be typical).

SMILES	NR2E3 ag-1	Peg3 prom inh	C8 TRAIL sens	NR2E3 ag-2	TROY NFkB inh	TWEAK Fn14 block	CF NFkB block	Shn3 3UTR inh	KKLEB cytotox	HIF-2a block	MITF TRPM1 inh
CC12CN3CC(C)(CN(C1)C3c1ccccc1F)C2 (stereo not drawn)	-4	3	5	1	-18	9	5	-9	-4	17	-6
O=[N+]([O-])c1c(NCCO)cc(N2CCCCCC2)c2nonc12	-12	16	-1	1	12	-20	-9	15	-3	24	-5
Cc1ccc(S(=O)(=O)NC(C(=O)N2CCOCCOCCOCC2)C(C)C)cc1 (stereo not drawn)	5	2	9	1	-3	-2	4	6	2	11	8
CN1CCN(c2nc(-c3ccc(Br)cc3)nnc2-c2ccccc2)CC1	-53	-53	0	1	-59	9	-10	2	-8	-104	3
CC(C)CN(C(=O)CCCSc1nc2ccccc2[nH]1)c1c(N)n(Cc2ccccc2)c(=O)[nH]c1=O	19	10	0	2	-18	-5	14	-5	-3	10	2
CC(=O)c1ccc(NS(=O)(=O)c2cccc3cccnc23)cc1	-11	19	1	x	4	5	16	-13	-4	17	x
CN(C)C(=S)N=c1ssc(=S)n1Cc1ccccc1	90*	19	-4	x	8	-5	22	19	-6	4	27
CCCOc1ccccc1C1NC(=O)NC(C)=C1C(=O)OCCOC(C)C (stereo not drawn)	-7	14	-14	5	-8	-23	9	12	8	10	9
CSc1ccc(Cl)c(C(=O)NCCOc2cc(C)ccc2C(C)C)c1	-23	24	2	3	-5	-5	-8	22	6	22	-10
COC(=O)c1nn(-c2ccccc2)nc1-c1nn(-c2ccccc2)nc1C(=O)OC	-9	-7	15	0	-37	-19	9	-23	-4	-41	-24
Cc1ccc(NC(=O)CSc2nnc(Cc3ccccc3)o2)c(C)c1	-11	-2	-1	1	-6	-5	14	5	0	24	-12
COc1ccccc1-c1nc(S(=O)(=O)c2ccccc2)c(N2CCOCC2)o1	-21	36	10	0	6	1	43	10	-10	28	14
Cc1c(Cl)cccc1NC(=O)Nc1cc(C(C)(C)C)nn1C	0	7	-11	2	-10	-19	32	x	-11	6	5
CCOc1ccc(NC(=O)Cn2nnc(-c3ccccc3NC(=O)C3CC3)n2)cc1	-22	13	22	-2	16	10	0	x	9	9	9
O=C(CCCn1c(=O)[nH]c2ccsc2c1=O)NC1CCCCC1	23	-4	-6	-2	-8	-12	-1	9	-9	-5	9
CCc1ccc(NC(=O)C(C)OC(=O)c2cccc(S(=O)(=O)N3CCc4ccccc4C3)c2)cc1 (stereo not drawn)	-13	4	-7	-1	3	10	-9	32	-1	2	7
CCc1nc2ccc(C(=O)NCCc3c[nH]c4ccccc34)cn2c1N(C)Cc1ccc(N(C)C)cc1	9	21	1	x	-3	6	10	-3	-7	13	x
OC(COc1ccc(Cl)cc1)CSc1ccccn1 (stereo not drawn)	-68	-211	14	2	-46	-39	2	-10	-5	-264	-48
Cc1cc(Cl)c2oc(C(=O)NCC(C)(C)N3CCOCC3)c(C)c2c1	-11	-53	10	1	-48	4	6	-35	4	-126	-62
Cc1cc(C(=O)Nc2nc(C)c(C(=O)N(C)C)s2)ccc1[N+](=O)[O-]	-124	-140	17	0	62*	54*	4	-65	-14	-101	-20
Cc1ccc(Cl)cc1NC(=S)N(Cc1ccco1)C(C)c1cccs1 (stereo not drawn)	-20	27	-1	-1	-7	21	1	3	5	26	3
O=C(CSc1nnc(-c2cccs2)n1Cc1ccccc1)N1CCc2ccccc2C1	10	0	-5	1	5	6	-4	4	-8	22	9
C[C@@H]1CN([C@H](C)CO)C(=O)CCCn2nncc2CO[C@H]1CN(C)CC1CC1	-5	-1	1	x	-2	-9	-12	16	9	15	x
Cc1cccc(C(=O)OCC(=O)NCCNC(=O)COC(=O)c2cccc(C)c2C)c1C	4	16	-7	-6	3	1	-9	8	6	5	8
CC(C)c1ccc(NC(=O)C2CC(=O)N(C3CCCC3)C2)cc1 (stereo not drawn)	2	-33	-10	2	5	21	3	0	9	6	-7
C/C(=N\O)C1(C)N(O)C(C)(C)C(c2ccc(F)cc2)=[N+]1[O-] (stereo not drawn)	0	1	-8	1	8	6	6	15	2	13	9
O=C(O)c1ccc(S(=O)(=O)Nc2ccc(O)c(Sc3nc4ccccc4s3)c2)cc1	-35	18	-1	11	21	16	8	43	-4	15	14
Cc1ccc2ncnc(Nc3cccc(C(=O)O)c3)c2c1	-7	3	-5	5	11	-18	0	-27	-1	-1	11
CCOC(=O)C1=C(COC(=O)c2ccc(OC)c(S(=O)(=O)N3CCOCC3)c2)NC(=O)NC1C (stereo not drawn)	-2	16	-1	x	3	0	22	-11	-6	12	10
CN(C)S(=O)(=O)c1ccc(N2CCCC2)c(C(=O)Nc2nc(-c3ccc(F)cc3)cs2)c1	-21	15	-2	2	15	-1	10	14	-11	20	25
COc1ccc(-c2csc(N3CCSCC3)n2)cc1	-72	-414	22	-2	-49	-22	-20	-72	1	-362	-93
COC(=O)C(CC(C)C)NC(=O)c1ccc([N+](=O)[O-])cc1 (stereo not drawn)	-18	-8	0	-3	9	-15	-4	9	10	13	-19
Cc1cc(C)c(S(=O)(=O)N2CCOCC2)c(C)c1N(C)S(=O)(=O)c1ccccc1	-9	18	-6	2	-8	-15	-11	4	24	8	2
C=CCNC(=O)/C(C#N)=C/c1ccc2c(c1)OCCO2	-5	-3	-2	-2	-47	-15	12	-11	1	-6	-13
COc1ccc(CCNCCN2CCOCC2)cc1	24	13	-15	-4	-3	-1	4	8	-6	12	4
COc1ccccc1OC(C)C(=O)N1CC(=O)Nc2ccccc21 (stereo not drawn)	-21	-4	0	5	4	-6	6	-4	9	1	x
COc1ccccc1C(=O)OCC#CCSc1nnc(-c2cccc3ccccc23)o1	-34	-31	13	x	-20	-17	-7	3	5	-39	-1
Nc1ccc2[nH]c(=S)[nH]c2c1	-3	7	-15	x	2	-14	2	7	9	18	11
CC1SC(C)C(=O)N(CC(=O)NC2CCCCC2)C1=O (stereo not drawn)	-6	10	-18	x	2	-2	-3	-1	0	13	13
O=C(C1CC(=O)N(c2ccccc2)C1)N1CCN(c2ccccc2)CC1 (stereo not drawn)	-6	13	-7	0	4	5	8	8	0	12	6
CC(C)(C)NNC(=S)Nc1cccc(C(F)(F)F)c1	9	-4	2	2	-1	8	-4	x	8	14	-9
CN(C(=O)CN1C(=O)/C(=C/c2ccccc2Cl)SC1=S)C1CCS(=O)(=O)C1 (stereo not drawn)	-23	-17	7	0	-12	5	1	-49	1	-1	12
CCc1sc(C(=O)NCc2cc(C)n(C)n2)cc1Br	27	9	15	0	8	-6	0	22	-21	-25	5
COC(=O)[C@@]1(Cc2ccc(OC)cc2)[C@@H]2C(=CC(=O)[C@H]2CC(=O)C(=O)N2CCCC2)CN1C(=O)c1ccccc1	32	16	17	-2	11	42	28	4	-5	77*	40
CC1(C(=O)NS(=O)(=O)c2cccc(C#N)c2)CCN1C(=O)c1ccco1 (stereo not drawn)	6	-4	-8	x	-4	12	33	-2	-1	4	x

Filtered by structure: the entries above containing a nitro group on carbon.
SMILES	NR2E3 ag-1	Peg3 prom inh	C8 TRAIL sens	NR2E3 ag-2	TROY NFkB inh	TWEAK Fn14 block	CF NFkB block	Shn3 3UTR inh	KKLEB cytotox	HIF-2a block	MITF TRPM1 inh
O=[N+]([O-])c1c(NCCO)cc(N2CCCCCC2)c2nonc12	-12	16	-1	1	12	-20	-9	15	-3	24	-5
Cc1cc(C(=O)Nc2nc(C)c(C(=O)N(C)C)s2)ccc1[N+](=O)[O-]	-124	-140	17	0	62*	54*	4	-65	-14	-101	-20
COC(=O)C(CC(C)C)NC(=O)c1ccc([N+](=O)[O-])cc1 (stereo not drawn)	-18	-8	0	-3	9	-15	-4	9	10	13	-19

Remaining list, next part:
SMILES	NR2E3 ag-1	Peg3 prom inh	C8 TRAIL sens	NR2E3 ag-2	TROY NFkB inh	TWEAK Fn14 block	CF NFkB block	Shn3 3UTR inh	KKLEB cytotox	HIF-2a block	MITF TRPM1 inh
CCN(CC)S(=O)(=O)c1ccc2[nH]cc(C(=O)NCCc3ccccc3)c(=O)c2c1	10	17	0	0	43	23	1	58	-11	16	5
Cc1ncc(CO)c2cc(C(=O)Nc3ccccc3Cl)c(=Nc3cccc(C(N)=O)c3)oc12	5	7	9	1	16	0	-6	-16	7	5	0
COc1ccccc1/C=C/C(=O)Nc1ccc2c(c1)CCC2	-110	-367	10	0	-67	-13	16	-75	3	-281	-112
Cn1c2c(c(=O)n(C)c1=O)CN(Cc1ccc3c(c1)OCO3)CN2	-7	2	-1	-1	-11	12	-10	-13	6	6	3
NC(=O)c1ncc(C(F)(F)F)cc1Oc1cccc(C(F)(F)F)c1	-9	12	21	-1	10	9	11	-8	2	5	9
COCCCn1c(SCC(=O)Nc2cccc(C)n2)nnc1-c1ccco1	-22	14	-5	-3	-14	12	-10	6	5	9	9
CC(=O)NS(=O)(=O)c1ccc(NC(=O)CSc2ccc(C)cc2)cc1	22	-3	-11	3	3	-13	-20	-45	-2	14	11
CSc1nsc(SC)c1C(=O)NCCNS(=O)(=O)c1ccc(C)cc1	14	5	0	2	7	7	3	5	7	-1	4
COc1ccccc1NS(=O)(=O)c1cc(NC(=O)C2CCC2)ccc1N1CCCCC1	-26	13	-1	-7	0	9	17	x	5	12	5
S=C(Nc1ccc(-c2nc3ccccc3[nH]2)cc1)Nc1cccnc1	-71	-300	31	-1	-52	9	-6	-42	4	-84	-37
Clc1ccc(-n2nnc(-c3cccnc3Cl)n2)cn1	-104	-254	15	6	-47	-43	-50	-68	9	-267	-118
O=C1CCC2CCCCC2(O)O1 (stereo not drawn)	6	1	-6	1	15	9	7	-7	-4	6	-3
CCN(C(=O)C12CC3CC(CC(C3)C1)C2)C1CCS(=O)(=O)C1 (stereo not drawn)	1	12	-16	3	16	-7	12	10	-8	12	0
CC(Sc1nc(-c2ccccc2)cs1)C(=O)Nc1ccc(Cl)cn1 (stereo not drawn)	-2	1	13	0	-2	-7	13	-6	1	-9	-6
C=CCN(CC=C)S(=O)(=O)c1ccc2nc(NC(=O)C3CCCO3)sc2c1 (stereo not drawn)	16	19	-27	0	4	7	4	15	-7	3	-6
CCOC(=O)CC(=O)CSc1nc2ccc(C)cc2cc1C#N	-128	-314	4	6	-46	4	-23	-84	8	-218	-76
C=C[C@@]1(C)CCC(/C(C)=C/C=C/C(C)(C)O)C[C@@H]1C(=C)C (stereo partly drawn)	5	-7	-3	x	-13	1	-15	8	2	7	-5
O=S(=O)(c1ccc(Cl)cc1)c1cc(O)ccc1O	6	11	3	2	-3	4	8	11	-9	17	3
COc1ccc(-c2nc(C#N)c(NCc3ccco3)o2)cc1	-168	-215	8	-4	-33	-24	14	-76	-15	-225	-32
CS(=O)(=O)c1nc(S(=O)(=O)c2ccc(Cl)cc2)c(N2CCN(CCO)CC2)s1	3	10	2	0	-6	1	13	-6	-1	2	26
COc1ccc(C2=Nn3c(nnc3-c3ccccc3F)SC2)cc1OC1CCOC1 (stereo not drawn)	-43	27	18	x	31	5	32	24	-38	10	27

Assay outcomes from PubChem BioAssay.
